GLP1R cytotox = cytotoxicity in counter-screen for GLP-1R inverse agonists. HEK293 cAMP-luciferase reporter cells, luminescence, 24 h. Potency, µM (top dose mostly 38.3 µM), for inactives: at the top dose activity change, negative = inhibition, hits mostly inhibitors. hit rate 0.13% among 410,000. AID 624418;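 also: loss of luciferase light is scored as toxicity; % is scaled to controls: 0 for no effect and ±100 for the full control effect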
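Quantitative HTS format, 1536 wells, 200 cells/uL seeded. Compounds: 23 nL, 24 h, 37 °C. Detection: luciferase reagent, luminescence at 12 min RT; decreased signal taken as cytotoxic.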
KB-V1 cytotox = KB-V1 MDR subline cytotoxicity; KB-V1 MDR cells viability, CellTiter-Glo, 72 h; Potency, µM (top dose mostly 46.1 µM), for the others: at the top dose activity change, negative = cytotoxicity, most hits filed as cytotoxic; hit rate 3.4% among 400,000; AID 1347076; also: % is scaled to controls: 0 for no effect and ±100 for the full control effect; nearly all actives have a fitted effect of over 60% in size
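Cytotoxicity via CellTiter-Glo luminescence after 72 h compound exposure at 37 degrees C. Cells: drug-selected KB-V1 line, DMEM phenol-red free plus 10% FBS. Compounds tested at multiple concentrations; normalized data fitted to concentration-effect curves.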
HT1080NT lethal = kills 2HG-producing HT-1080-NT fibrosarcoma cells; HT-1080-NT fibrosarcoma viability, CellTiter-Glo ATP luminescence, 48 h; Potency, µM (doses to about 46.1 µM), inactives show at the highest dose activity, negative = less viability, usual class: cytotoxic; hit rate 1.6% among 360,000; AID 686970;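 also: NT is the 2HG producing partner of a matched IDH1 knockdown line; 0% = DMSO-treated cells and -100% = media-only wells without cells; nearly all actives have a fitted effect of over 55% in size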
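Compounds were tested in concentration-response format on HT-1080-NT cells for 48 hours at 37 degrees C. Cell viability came from CellTiter-Glo luminescence; curves were classified by r2, response magnitude and activity.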
GLP-1R inv ag = inverse agonists of human GLP-1 receptor | Potency, µM (top dose mostly 38.3 µM), without a hit: at the highest dose activity change, negative = inhibition, actives largely listed as inhibitors | hit rate 1.6% among 410,000 | P43220 | HEK293 GLP-1R CRE-luciferase, luminescence, 24 h; GLP-1R form is constitutively active; also: % is scaled to controls: 0 for no effect and ±100 for the full control effect; nearly all actives have a fitted effect of over 55% in size
Target sequence (P43220 whole entry, looked up): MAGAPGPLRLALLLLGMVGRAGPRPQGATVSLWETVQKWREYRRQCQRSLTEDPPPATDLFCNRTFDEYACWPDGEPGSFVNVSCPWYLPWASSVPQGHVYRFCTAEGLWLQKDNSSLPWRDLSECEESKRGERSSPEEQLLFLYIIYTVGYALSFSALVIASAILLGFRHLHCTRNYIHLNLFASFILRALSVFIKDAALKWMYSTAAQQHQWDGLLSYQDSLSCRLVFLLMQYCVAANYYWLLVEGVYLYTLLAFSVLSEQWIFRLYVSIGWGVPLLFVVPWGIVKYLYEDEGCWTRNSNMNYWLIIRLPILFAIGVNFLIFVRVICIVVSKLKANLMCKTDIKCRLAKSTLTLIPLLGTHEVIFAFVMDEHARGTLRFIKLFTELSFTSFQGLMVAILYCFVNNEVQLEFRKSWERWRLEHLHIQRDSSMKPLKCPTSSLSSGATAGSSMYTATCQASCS
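HEK293 cells stably co-expressing a cAMP-responsive luciferase reporter and constitutively active GLP-1R were seeded, incubated 12 h, then exposed to compounds for 24 h at 37 C. Luminescence was read 12 min after detection reagent; inverse agonists lower signal.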
KB-3-1 cytotox = kills parental KB-3-1 adenocarcinoma cells; hit rate 1.4% among 400,000; Potency, µM (series often up to 46.1 µM), without a hit: at the top dose activity change, negative = cytotoxic, usual class: cytotoxic; AID 1347075; KB-3-1 viability, CellTiter-Glo ATP luminescence, 72 h; also: % is scaled to controls: 0 for no effect and ±100 for the full control effect; nearly all actives have a fitted effect of over 60% in size
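KB-3-1 cells, DMEM (no phenol red) + 10% FBS; compound by pin transfer, 72 h, 37 °C. Readout: CellTiter-Glo luminescence after 10 min. Data normalized, curve-fitted.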
GLP-1R agonist = agonists of human GLP-1 receptor; P43220; hit rate 0.007% among 380,000; Potency, µM (top dose mostly 45.6 µM), without a hit: top-dose activation, usual class: activators; AID 624172; HEK293 GLP-1R CRE-luciferase, luminescence, 4-6 h; cells express a hypersensitive GLP-1R form; also: % of control where 0% means no effect
HT1080 IDH1KD tx = HT-1080 IDH1 knockdown cell toxicity (counter line). HT-1080 IDH1 knockdown viability, ATP luminescence, 48 h. Potency, µM (series often up to 46.1 µM), for inactives: at the highest dose activity, negative = toxicity, usual class: cytotoxic. hit rate 2% among 360,000;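 also: 0% = DMSO wells and -100% = cell-free medium wells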
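After a 2 h attachment period, IDH1KD HT-1080 cells took pin-transferred compound for 48 h at 37 °C; ATP-based luminescence after 10 min room-temperature reagent incubation reported viability.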
TDP-43 yeast inh = inhibitors of TDP-43 toxicity in yeast | AID 652104 | hit rate 1.8% among 410,000 | Potency, µM (doses to about 46.1 µM), for the others: at the highest dose growth rescue (activation), most hits filed as activators | TDP-43 expressing yeast growth rescue, BacTiter-Glo, 24 h; also: % of control where 0% means no effect; nearly all actives have a fitted effect of over 50% in size
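Luminescence from BacTiter-Glo reports growth of TDP-43-expressing yeast after 24 hr at 30 deg C with compound. Cells were raffinose-pregrown to mid-log, then seeded in galactose medium at OD600=0.02.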
SW480 rereplic = DNA re-replication induction in SW480 cells; hit rate 1.8% among 340,000; SW480 DNA re-replication, Hoechst DNA content imaging, 48 h; Potency, µM (top dose mostly 46.1 µM), for the others: at the top dose re-replication activation, usual class: activators; also: % of control where 0% means no effect; nearly all actives have a fitted effect of over 55% in size
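Quantitative HTS format with DMSO vehicle controls; 48 hr drug incubation at 37 C, then 40 min Hoechst staining and scanning imager measurement at 405 nm excitation.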
Starred values were filed as active, the others as inactive; u = inconclusive; x = not tested or not shown; & = joins results of further samples; [ ] = remark or other dose. Calls follow the shape of the dose curve; as a rule, active = well fitted curve in the direction sought with a large enough effect; inconclusive = small, poorly fitted or top-dose-only effect, or another doubt; inactive = no such curve, though single readings can be large; an effect the other way counts as inactive or inconclusive. Potency is read from the fitted curve at half-maximal effect.

SMILES | GLP1R cytotox | KB-V1 cytotox | HT1080NT lethal | GLP-1R inv ag | KB-3-1 cytotox | GLP-1R agonist | HT1080 IDH1KD tx | TDP-43 yeast inh | SW480 rereplic
COc1ccc(CCNC(=O)c2cccc(C(=O)NCCc3ccc(OC)cc3)n2)cc1 | -15.4% | 18.4µM* | 0.7% | u | 0.2% | 0.2% | 1.2% | u | -3.4%
Cc1ccccc1CSCCNC(=O)c1ccccc1 | 5.9% | 16.4µM* | 5.1% | 0.0% | -3.3% | 5.4% | 0.7% | -9.5% | 0.8%
Cn1c(SCc2cccc(F)c2)nnc1-c1ccccn1 | 6.9% | -1.2% | 22.7% | -1.0% | 15.0% | -5.0% | 4.5% | u | -8.3%
CCOC(=O)c1sc2nc(C)nc(N3CCN(S(=O)(=O)c4ccccc4)CC3)c2c1C | -7.7% | u | 1.6% | 11.1% | u | 2.3% | 2.6% | u | -1.5%
O=C(NCCN=C1NS(=O)(=O)c2ccccc21)c1ccco1 | 11.7% | -4.1% | 12.9% | 2.2% | 6.4% | -7.7% | -2.4% | -10.7% | -6.3%
O=C(N/N=C/C=N/NC(=O)c1ccco1)c1ccco1 | -14.9% | 0.0% | 16.1% | 12.1% | 3.8% | -0.9% | 8.1% | -11.9% | 3.6%
Cn1c(N)c(C(=O)COC(=O)c2ccccc2C(=O)c2ccccc2)c(=O)n(C)c1=O | -18.0% | 3.4% | -1.0% | 5.6% | u | 10.0% | -2.4% | -2.7% | -0.5%
O=C(c1ccc2c(Cl)c3c(nc2c1)CCCC3)N1CCC(N2CCCCC2)CC1 | -18.5% | -27.7% | -14.3% | u | 0.0% | -2.3% | -29.3% | -10.8% | u
COc1ccc(-c2[nH]ncc2-c2ccc(Cl)cc2)c(O)c1 | -20.4% | -13.9% | u | u | -4.3% | -3.8% | u | u | 15.4%
O=C(Cn1cnc2ccccc2c1=O)Nc1nnc(SCc2ccccc2)s1 | -5.9% | -3.4% | 1.8% | 11.7% | -1.8% | -5.4% | u | -8.8% | -17.8%
O=C(Nc1ccc(NC(=O)C2CC2)nc1)c1cccs1 | -1.2% | -3.9% | 19.9% | 34.9%[activator] | -1.2% | 3.3% | 12.6% | -13.3% | 4.3%
CC1=C(C(=O)N(C)C)C(c2ccc(Cl)c(Cl)c2)NC(=O)N1 (stereo not given) | -3.5% | 13.9% | 14.9% | 0.6% | 1.7% | -9.6% | 13.8% | 7.5% | -1.1%
O=C(NCc1cccnc1)c1cc(C2CCCCN2C(=O)c2ccccc2)on1 (stereo not given) | 0.3% | 3.2% | u | 26.5% | 0.0% | -3.3% | 9.2% | 9.8% | x
CCCCN(C(=O)c1cccs1)C1CCS(=O)(=O)C1 (stereo not given) | -7.5% | -3.4% | 1.8% | -8.7% | -11.9% | -3.8% | 0.0% | 12.0% | -4.6%
Cc1cc(C(=O)CN2C(=O)C(=O)N(Cc3ccccc3)C2=O)c(C)n1Cc1ccc(F)cc1 | -9.0% | 4.1% | -11.3% | u | u | 4.5% | u | 14.1% | u
O=C(N[C@H]1CC1c1ccccc1)c1ccc([N+](=O)[O-])cc1 (stereo not given in full) | -30.8% | -1.2% | 4.1% | u | 0.8% | 12.9% | 4.2% | 11.4% | -16.9%
CCN(CC(=O)Nc1c(F)cccc1F)C(=O)C1CC1C (stereo not given) | -3.3% | 10.0% | -5.9% | -13.4% | -8.3% | 0.4% | 3.9% | -17.6% | -406.0%[inhibitor]
Clc1ccc2nc(CSc3nc4ccccc4o3)cn2c1 | 25.3% | -19.4% | -4.2% | 2.1% | 0.2% | 4.1% | 11.4% | 27.0% | -6.8%
COc1cc2ccccc2cc1C(=O)OCc1nc2ccsc2c(=O)[nH]1 | -2.7% | 26.8% | 5.9% | 7.8% | 6.8% | -2.1% | 9.7% | 14.8% | 3.8%
CCOC(=O)C1CCCN(C(=O)c2cc3ccccc3cc2OC)C1 (stereo not given) | -16.7% | -17.1% | -15.4% | -22.7% | -5.9% | 15.9% | -11.9% | -18.0% | -1.1%
COc1ccc(NC(=O)CCN2CCN(c3ccccc3F)CC2)c(OC)c1 | 8.4% | u | 24.4% | -7.7% | 2.1% | 1.8% | 13.5% | -10.2% | 0.6%
COc1ccc(CCNC(=O)c2cc(=O)c3c(C)cc(C)cc3o2)cc1OC | 0.4% | u | x | 9.3% | -22.7% | x | x | 1.9% | x
CCN(CC(=O)NCc1cccs1)C(=O)C(c1ccccc1)c1ccccc1 | 1.7% | u | -2.1% | u | -8.4% | 15.3% | -4.8% | 0.8% | -4.3%
COC(=O)c1cc(Br)c(=O)n(Cc2ccc(C(=O)O)cc2)c1 | -16.9% | 5.1% | 7.3% | 1.5% | 0.0% | 0.2% | -0.7% | -0.9% | -2.4%[9.22 µM]
Cc1cccc(OCCSc2nc3ccccc3n2CCC(=O)O)c1 | 4.2% | -1.0% | 0.0% | 12.7% | -7.2% | -3.0% | -6.1% | -10.6% | 1.9%
COc1ccc(S(=O)(=O)N2Cc3ccccc3CC2C(=O)Nc2cccc(C)c2)cc1OC (stereo not given) | 0.7% | -20.2% | x | -14.1% | -21.8% | x | x | 21.4% | x
O=C(OCCc1cc2ccccc2c(=O)o1)c1ccccc1C(F)(F)F | 4.3% | 0.8% | -0.3% | u | 0.6% | 8.9% | -6.5% | u | -0.4%
Cc1ccc(NC2Nc3cc(C)nn3S2)c(C)c1 (stereo not given) | u | -4.8% | 16.2% | -15.5% | -4.0% | 3.5% | 22.5% | u | 4.6%
COc1ccc(N(C)C(=O)c2cn(C)c(=O)c3cc(OC)c(OC)cc23)cc1 | 10.3%&0.3% | -4.1%&-6.9% | 14.9% | 34.2%&20.2%[activator] | 10.1%&-12.8% | 13.4%&0.3% | 8.8% | -10.9%&-11.6% | -4.6%
COc1cccc(N2C(=O)C(CC(=O)Nc3ccccc3)N(CCc3sccc3C)C2=O)c1 (stereo not given) | -11.2% | 2.7% | x | u | -2.4% | x | x | 8.1% | x
Fc1ccc(CNc2nc3ccccc3n3nnnc23)cc1 | -13.5% | -10.3% | 1.5% | 28.3% | 9.4% | 2.4% | 12.3% | u | -2.7%
Cc1ccc(/C=N\NC(=O)Cc2cccn2C)o1 | -0.6%[7.66 µM] | -10.8% | -1.5% | 1.5%[7.66 µM] | 11.2% | 3.7% | -8.0% | 19.9%[9.22 µM] | -1.4%
OCC1(CCOc2ccccc2)CCN(CCCn2cccn2)CC1 | 9.6% | -3.4% | 18.2% | -22.4% | 4.5% | 4.5% | 16.6% | 12.5%[9.22 µM] | 1.3%
COC(=O)N1C(=O)[C@](c2ccc(OC)cc2)(C(C)C)N1C(=O)OC | u | 0.0% | -2.7% | 1.0% | -0.8% | -2.4% | 0.3% | 17.8µM* | u
COc1ccc(NC(=O)Cn2cnc3sc(C)c(S(=O)(=O)N4CCN(c5ccccc5OC)CC4)c3c2=O)cc1OC | 0.5% | 17.6% | x | 9.4% | 11.6% | x | x | 16.0% | x
CNc1c([N+](=O)[O-])cnn1-c1cccc(Cl)n1 | 0.0% | -22.5% | 6.4% | 13.5% | -4.6% | 11.9% | 4.6% | 0.8% | -159.9%[inhibitor]
COc1ccc(-n2ccnc(NCc3ccc(Cl)cc3)c2=O)cc1 | 0.1% | -18.5% | x | 24.3% | -6.5% | x | x | 26.7% | x
Nc1nc(Nc2ccccc2)nc2ccccc12 | 14.8% | u | u | u | u | -17.2% | 20.6µM* | -56.0%[inhibitor] | -8.0%
Cc1nc(-c2ccc(Cl)cc2)sc1CCNC(=O)C(=O)Nc1ccccc1C#N | -7.0% | u | x | 6.7% | 1.4% | x | x | 16.6% | x
CC(=O)C1=C(C)NC(SCSc2ccccc2)=C(C#N)C1c1cccnc1 (stereo not given) | 7.3% | 0.0% | -18.8% | 0.2% | -13.7% | 21.7% | -19.8% | -19.4% | 0.5%
C=CCN1C(=O)C(Cc2ccc(F)cc2)S/C1=N/N=C/c1ccco1 (stereo not given) | -1.6% | -6.3% | 5.5% | 8.7% | 7.2% | -2.6% | -4.9% | 8.3% | -13.4%
CCCCN(C)c1c(C)nc2ccc(C(=O)N3CCN(C(C)=O)CC3)cn12 | 3.9% | -2.3% | -4.5% | 19.7% | 0.0% | -2.8% | -7.3% | 2.7% | x
CCCCCC(=O)N1C[C@@H](O)[C@H](n2cc(C3CC3)nn2)C[C@@H]1c1ccc(OC)cc1 | 0.0% | -14.7% | -3.5% | 11.7% | -8.2% | -1.0% | 0.0% | 8.8% | x
O=C(N[C@@H]1CCC(=O)N(CC[C@H](Sc2ccccc2)c2ccccc2)CC1)OCc1ccccc1 | 2.0% | u | u | u | 0.0%&-13.9% | 4.1% | u | -7.9% | 10.6%[9.22 µM]
CCOc1ccc(C(=O)CCC(=O)Nc2ccncc2)cc1 | 4.8% | u | -2.8% | 3.2% | 4.1% | -32.6%[inhibitor] | 0.1% | 11.5% | 1.3%

Part of the list above, with two lines to a compound:
Each structure is followed by: GLP1R cytotox | KB-V1 cytotox | HT1080NT lethal | GLP-1R inv ag | KB-3-1 cytotox | GLP-1R agonist | HT1080 IDH1KD tx | TDP-43 yeast inh | SW480 rereplic
C=CCN1C(=O)C(Cc2ccc(F)cc2)S/C1=N/N=C/c1ccco1 (stereo not given)
 : -1.6% | -6.3% | 5.5% | 8.7% | 7.2% | -2.6% | -4.9% | 8.3% | -13.4%
CCCCN(C)c1c(C)nc2ccc(C(=O)N3CCN(C(C)=O)CC3)cn12
 : 3.9% | -2.3% | -4.5% | 19.7% | 0.0% | -2.8% | -7.3% | 2.7% | x
CCCCCC(=O)N1C[C@@H](O)[C@H](n2cc(C3CC3)nn2)C[C@@H]1c1ccc(OC)cc1
 : 0.0% | -14.7% | -3.5% | 11.7% | -8.2% | -1.0% | 0.0% | 8.8% | x
O=C(N[C@@H]1CCC(=O)N(CC[C@H](Sc2ccccc2)c2ccccc2)CC1)OCc1ccccc1
 : 2.0% | u | u | u | 0.0%&-13.9% | 4.1% | u | -7.9% | 10.6%[9.22 µM]

Assay outcomes as filed in PubChem.
